Source: PubChem BioAssay
HIF-2a block: HIF-2a reporter inhibitors, primary screen, luminescence, 786-0 RCC cells; 786-0 RCC cells HIF-2a reporter, luciferase luminescence, overnight; inhibition, % at 18.8 µM; 0.72% of 360,000 active;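 active = inhibition of the luminescence signal of 40% or more relative to plate controls, in a single-dose primary screen at 18.75 µM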
TWEAK-Fn14 inh: inhibitors of TWEAK-Fn14 signaling, primary screen, luciferase reporter cells, uHTS; TWEAK-stimulated Fn14 reporter cells, luciferase luminescence, 8 h; inhibition, % at 10 µM; 2% of 360,000 active; AID 1159606, 2016; in the data active = inhibition above about 50%
KKLEB cytotox: cytotoxicity in KKLEB CF airway cells, primary screen, cytotoxicity control for CF NF-kB inhibitor project, cell-based, uHTS, fluorescence assay plates; KKLEB CF airway cells viability, ATPlite luminescence, overnight; stronger effect = lower value; cells stimulated with P. aeruginosa culture filtrate; activity change (cytotoxicity), % at 5 µM; 0.36% of 360,000 active; AID 602141, 2011;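 active = corrected activity change at or below -50% at 5 µM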
aDG glyco act: activators of alpha-DG glycosylation, primary screen, uHTS, Pro5-aDG cells, AlphaScreen | alpha-DG glycosylation AlphaScreen (IIH6); 0% Pro5, 100% B10-LARGE cell signal | activation, % at 10 µM | 0.22% of 360,000 active;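 active = activation of at least 8% versus controls, or a plate z-score of at least 8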;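 note: Pro5 are CHO cells carrying HIG-tagged alpha-DG that lacks glycosylation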
NR2E3 ag-1: inhibitors of NR2E3-RetCOR corepressor binding, primary screen, NR2E3 agonist project, biochemical, TR-FRET, GST-NR2E3, biotin-RetCOR; Photoreceptor-specific nuclear receptor (Homo sapiens), Q9Y5X4; 1536-well; inhibition of corepressor binding, % at 4.78 µM; 0.12% of 320,000 active; AID 2300, 2010;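 active = percent inhibition above the cutoff of mean plus 3 SD of all tested compounds, set per screening campaign, cut at about 20% in these data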;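 note: 0% = DMSO wells and 100% = biotin wells as full block of FRET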
Target sequence (Q9Y5X4 whole entry, looked up): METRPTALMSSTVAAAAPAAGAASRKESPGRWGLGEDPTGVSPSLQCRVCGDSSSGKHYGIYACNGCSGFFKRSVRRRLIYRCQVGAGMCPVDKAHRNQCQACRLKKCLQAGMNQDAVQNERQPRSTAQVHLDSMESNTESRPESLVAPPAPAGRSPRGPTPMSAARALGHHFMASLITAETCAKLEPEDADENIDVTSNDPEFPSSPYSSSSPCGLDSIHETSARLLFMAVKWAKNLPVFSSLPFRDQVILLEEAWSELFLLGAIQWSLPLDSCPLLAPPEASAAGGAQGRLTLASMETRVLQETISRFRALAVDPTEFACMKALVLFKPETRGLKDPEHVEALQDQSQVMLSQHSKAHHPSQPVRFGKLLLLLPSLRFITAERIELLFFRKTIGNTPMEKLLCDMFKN
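System: GST-tagged NR2E3 plus biotinylated RetCOR corepressor; Amount: 1.35 nM GST-tagged NR2E3 final; Dosing: single nominal compound dose of 4.8 µM; Schedule: 5 h incubation at 4 °C; Technique: TR-FRET with europium anti-GST and streptavidin-D2, 340 nm excitation; Controls: biotin wells as high control, 0.6% DMSO wells as low control.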
NR2E3 ag-2: NR2E3 agonists in two-hybrid cells, primary screen, cell-based, luminescence, CHO-S, Gal4-NCOR/VP16-NR2E3 | inhibition of corepressor binding, % at 3.98 µM | luciferase | 0.35% of 360,000 active | Photoreceptor-specific nuclear receptor (Homo sapiens), Q9Y5X4 | AID 602229, 2012;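 active = inhibition above the mean of all tested compounds plus 3 SD, cut at about 70% in these data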;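 note: 0% = DMSO with NR2E3 transfected cells and 100% = cells lacking NR2E3 construct; higher means lower luciferase signal from less NR2E3 corepressor binding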
Shn3 3UTR inh: reduction of Shn3 3'UTR firefly luciferase signal, primary screen, Schnurri-3 inhibitor project, cell-based, Clone20 osteoblasts, set 2 | inhibition, % at 12.5 µM | Clone20 osteoblast Shn3 3'UTR firefly luciferase, 24 h | 0.52% of 360,000 active;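 active = mean inhibition of at least 75% with every replicate also reaching 75%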;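 note: 0% = median of neutral control wells and 100% = pilot-screen positive control compound; some compounds past the cut are filed as inactive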
hiPSC survival: enhancers of single-cell hiPSC survival, primary screen, ATPlite luminescence | 100% = ROCK inhibitor wells, 0% = DMSO | survival enhancement, % at 20 µM | 0.044% of 360,000 active | AID 602274, 2012; in the data active = survival enhancement above about 18%;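 note: cells exposed to compounds for 16 hours before the ATP read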
Peg3 prom inh: Peg3 promoter-driven luciferase inhibitors, primary screen, cell-based, HeLa, luciferase luminescence | AID 588405, 2011 | 1.7% of 360,000 active | inhibition, % at 20 µM | HeLa PEG-Prom luciferase reporter, overnight;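 active = inhibition of at least 50% at 20 µM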
TRPM1 prom inh: inhibitors of MITF-dependent TRPM1 promoter reporter, primary screen, cell-based, SK-MEL-5, single point, luciferase. SK-MEL-5 TRPM1 promoter luciferase, 24 h. inhibition, % at 12.5 µM. 0.83% of 330,000 active;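 active = mean inhibition across replicates of 60% or more, whatever share of single replicates reaches that level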; note: values of inactives mirror those of a sister screen read the other way
CF NFkB block: inhibitors of PAF-induced NF-kB signaling, primary screen, cell-based, GFP fluorescence, uHTS. KKLEB NF-kB-GFP reporter, GFP fluorescence overnight. inhibition, % at 5 µM. 0.86% of 360,000 active;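 active = at least 50% inhibition at 5 µM, scaled per plate between neutral and stimulator controls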;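 note: PAF is a Pseudomonas aeruginosa culture filtrate used as stimulus; plate controls were PAF-stimulated DMSO wells for no effect and unstimulated DMSO wells for full effect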
* marks the source's active call; other numbers are inactive results; . = not tested or not shown.

1. COc1ccc(CN(CC2CCC(C(=O)O)CC2)C(=S)Nc2cc(Cl)ccc2OC)cc1 (stereo not given)
2. Cc1ccc(NC(=S)NC2CCSc3ccccc32)cc1 (stereo not given)
3. O=C(Nc1nccs1)C1CC(=O)N(c2ccc(Cl)cc2)C1 (stereo not given)
4. O=C(/C=C/c1ccccc1)Oc1ccccc1C(=S)N1CCOCC1
5. Cc1ccc(OCC(O)CNCc2ccc(F)cc2)cc1 (stereo not given)
6. C=CCc1cc(C)ccc1OCCn1ccnc1
7. NC(=O)c1nn(CC(=O)Nc2cccc(S(=O)(=O)N3CCCCCC3)c2)c(=O)c2ccccc12
8. Cc1ccc(NC2CCCN(C(=O)c3ccoc3)C2)cc1C (stereo not given)
entry no.,1,2,3,4,5,6,7,8
HIF-2a block,14,-94,11,-2,10,10,11,-23
TWEAK-Fn14 inh,-11,32,6,13,7,-7,-6,0
KKLEB cytotox,6,10,-1,-5,1,2,2,9
aDG glyco act,-0.1,0.3,0.0,0.1,0.0,0.0,0.0,-0.2
NR2E3 ag-1,2,9,-4,2,3,3,4,1
NR2E3 ag-2,-20,22,-4,-2,-5,-28,-3,-6
Shn3 3UTR inh,7,-11,-4,1,-2,-1,5,-8
hiPSC survival,1.5,-0.6,-0.5,-0.8,0.1,0.9,4.0,-0.4
Peg3 prom inh,14,-23,9,1,-9,21,20,-9
TRPM1 prom inh,-14,-9,-21,14,-4,7,2,5
CF NFkB block,-2,-1,-6,-10,-12,8,17,-24

9. CC(CC(=O)Nc1cccc(F)c1)S(=O)(=O)c1ccc2c(c1)NC(=O)CO2 (stereo not given)
10. O=C(NC1CCCN(Cc2ccc(Cl)cc2)C1)c1ccccc1C(F)(F)F (stereo not given)
11. Cc1cccc2sc(N(CCCN(C)C)C(=O)c3nc4ccccc4s3)nc12
12. CC(=O)c1ccc(NC(=O)CCS(=O)(=O)c2ccc3c(c2)n(C)c(=O)c(=O)n3C)cc1
13. COc1cccc(NC(=O)C(Sc2nnnn2C)c2ccccc2)c1 (stereo not given)
14. COc1ccc(S(=O)(=O)N(C)C[C@H]2OCc3cn(nn3)CCCC(=O)N([C@H](C)CO)C[C@@H]2C)cc1
15. CCCCOC(=O)n1c(SCC(=O)N(C)C)nc2ccccc21
16. CSc1sc(C(=O)NCC2CC2)c2c1S(=O)(=O)N(C)c1ccccc1-2
entry no.,9,10,11,12,13,14,15,16
HIF-2a block,10,20,0,11,13,1,-38,3
TWEAK-Fn14 inh,3,-28,-2,-22,11,8,-6,-15
KKLEB cytotox,-3,-9,-13,7,-1,4,-2,-6
aDG glyco act,0.1,0.1,0.1,0.1,-0.2,-0.1,0.1,-0.1
NR2E3 ag-1,1,0,0,0,6,.,-1,-4
NR2E3 ag-2,-5,-1,-22,-10,-36,-14,-4,-20
Shn3 3UTR inh,-1,7,14,15,-7,3,-17,4
hiPSC survival,-0.4,-0.2,-1.2,1.8,-0.7,5.4,-0.3,0.5
Peg3 prom inh,16,13,48,-3,12,2,-49,9
TRPM1 prom inh,-6,-1,73*,0,1,.,-8,-4
CF NFkB block,19,15,37,0,-10,2,-8,12

17. COc1cccc(CN2CCC(C(=O)NC(c3ccc4c(c3)OCO4)c3ccccn3)CC2)c1 (stereo not given)
18. Cc1ccc2cc(CN(CC3CCCO3)C(=O)Nc3ccccc3F)c3nnnn3c2c1 (stereo not given)
19. CC1CCc2nc3ccc(S(=O)(=O)N4CCC(C(=O)NC5CCCC5)CC4)cc3c(C(=O)O)c2C1 (stereo not given)
20. CCN1C(=O)[C@H]2[C@H]3CN=C(SC)N3[C@@](C)(C(=O)OC)[C@H]2C1=O
21. OC(CNCCc1ccccc1)COc1ccc(OCC(O)CNCCc2ccccc2)cc1 (stereo not given)
22. O=C(O)c1ccccc1C(=O)N1CCN(C(=O)c2ccccc2Cl)CC1
23. CCn1cc(S(=O)(=O)c2ccc(OC)cc2)c(=O)c2cc(OC)ccc21
24. Cn1ncc(Cl)c1C(=O)NC(=S)Nc1sc2c(c1C#N)CCCCC2
entry no.,17,18,19,20,21,22,23,24
HIF-2a block,8,3,24,5,13,20,6,-155
TWEAK-Fn14 inh,11,-25,4,14,-27,-1,-12,20
KKLEB cytotox,-3,6,-2,4,-2,3,-22,2
aDG glyco act,-0.1,0.0,-0.3,-0.1,-0.4,-0.2,-0.3,-0.1
NR2E3 ag-1,.,-2,.,.,0,-1,0,5
NR2E3 ag-2,-21,-29,4,5,5,-18,2,-47
Shn3 3UTR inh,-2,-7,-12,-9,.,-11,7,-8
hiPSC survival,1.0,2.0,0.7,-0.7,-0.5,-0.5,0.5,3.6
Peg3 prom inh,-1,-71,12,-7,102*,20,21,-90
TRPM1 prom inh,.,-23,23,-6,84*,28,3,-1
CF NFkB block,3,-6,-11,2,3,12,9,-13

25. COc1ccc(NC(=O)C2CC(=O)N(c3ccccc3C)C2)c(OC)c1 (stereo not given)
26. CC(=O)Nc1c2c(nn1-c1ccccc1C)CSC2
27. O=C(CSc1nc(-c2ccc(Cl)cc2)[nH]c(=O)n1)Nc1cccc(Cl)c1
28. Cc1ccc(NC(=O)CSc2nc3nn(-c4ccccc4)c(=O)c-3c3n2CCCCC3)cc1F
29. COc1ccc(NC(=O)CSc2nnc(CNc3ccc(C)cc3)n2C)cc1
30. O=C(Nc1ccccc1C(=O)O)c1ccc(CN2C(=O)c3ccccc3C2=O)cc1
31. CC(=O)N1CCC(N(C(=O)Nc2ccc(C)c(C)c2)C2CCCC2)CC1
32. CCOC(=O)C1CC(=NO)c2ccc(OC)c(OC)c2C1 (stereo not given)
entry no.,25,26,27,28,29,30,31,32
HIF-2a block,20,16,18,-19,-29,-4,-54,-9
TWEAK-Fn14 inh,-10,-4,-8,2,-6,2,-12,-3
KKLEB cytotox,10,4,-8,13,-9,2,-2,-10
aDG glyco act,0.0,-0.1,-0.1,-0.3,-0.2,-0.1,0.0,-0.1
NR2E3 ag-1,7,-1,-3,.,2,1,7,.
NR2E3 ag-2,-18,-23,-18,0,3,3,-22,-9
Shn3 3UTR inh,3,-15,-1,24,-10,-11,-21,-9
hiPSC survival,1.4,-0.4,-0.4,-0.1,-1.6,-0.5,-0.1,-1.8
Peg3 prom inh,12,-2,13,17,-11,8,9,2
TRPM1 prom inh,11,-7,-9,-1,4,-4,-3,.
CF NFkB block,-14,-2,4,-25,5,9,8,-25

33. CC1CCCC(NC(=O)COC(=O)Cc2c[nH]c3ccccc23)C1C (stereo not given)
34. N#Cc1ccc(C(=O)Nc2ccn(-c3ccccc3)n2)cc1
35. CC(=O)c1cc(C#N)c(NCCCN(C)C)nc1C
36. COC(=O)C1CCN(C(=O)/C=C/c2ccccc2)CC1
37. Cc1ccccc1/C=N/Nc1ccnc2cc(Cl)ccc12
38. CC(OC(=O)c1ccc2c(c1)C(=O)N(Cc1ccncc1)C2=O)C(=O)Nc1cccc(Cl)c1Cl (stereo not given)
39. CC(C)(C)Nc1nc(Cl)nc(NC(C)(C)C)n1
40. CC(C)CC1C(=O)N(Cc2cn(CC3CCCCC3)nn2)CCS(=O)(=O)N1Cc1ccc(-c2ccc(F)nc2)cc1 (stereo not given)
entry no.,33,34,35,36,37,38,39,40
HIF-2a block,1,-45,5,-112,-53,15,15,-2
TWEAK-Fn14 inh,37,5,5,-12,-69,-8,6,5
KKLEB cytotox,7,7,10,17,-23,4,-2,-4
aDG glyco act,-0.2,0.9,0.6,0.2,1.8,-0.1,0.2,-0.1
NR2E3 ag-1,0,3,1,2,3,5,0,.
NR2E3 ag-2,-7,-26,-5,-70,3,-2,-1,5
Shn3 3UTR inh,5,9,-11,-6,82,0,9,12
hiPSC survival,-0.5,2.3,-0.6,-0.7,-1.4,-0.6,3.3,-3.0
Peg3 prom inh,10,-15,8,-196,94*,12,13,21
TRPM1 prom inh,12,-12,-4,-36,68*,1,-3,.
CF NFkB block,8,-9,7,-20,-57,-3,11,16

By substructure: the compounds so far with an aryl methoxy group.
1. COc1ccc(CN(CC2CCC(C(=O)O)CC2)C(=S)Nc2cc(Cl)ccc2OC)cc1 (stereo not given)
13. COc1cccc(NC(=O)C(Sc2nnnn2C)c2ccccc2)c1 (stereo not given)
14. COc1ccc(S(=O)(=O)N(C)C[C@H]2OCc3cn(nn3)CCCC(=O)N([C@H](C)CO)C[C@@H]2C)cc1
17. COc1cccc(CN2CCC(C(=O)NC(c3ccc4c(c3)OCO4)c3ccccn3)CC2)c1 (stereo not given)
23. CCn1cc(S(=O)(=O)c2ccc(OC)cc2)c(=O)c2cc(OC)ccc21
25. COc1ccc(NC(=O)C2CC(=O)N(c3ccccc3C)C2)c(OC)c1 (stereo not given)
29. COc1ccc(NC(=O)CSc2nnc(CNc3ccc(C)cc3)n2C)cc1
32. CCOC(=O)C1CC(=NO)c2ccc(OC)c(OC)c2C1 (stereo not given)
entry no.,1,13,14,17,23,25,29,32
HIF-2a block,14,13,1,8,6,20,-29,-9
TWEAK-Fn14 inh,-11,11,8,11,-12,-10,-6,-3
KKLEB cytotox,6,-1,4,-3,-22,10,-9,-10
aDG glyco act,-0.1,-0.2,-0.1,-0.1,-0.3,0.0,-0.2,-0.1
NR2E3 ag-1,2,6,.,.,0,7,2,.
NR2E3 ag-2,-20,-36,-14,-21,2,-18,3,-9
Shn3 3UTR inh,7,-7,3,-2,7,3,-10,-9
hiPSC survival,1.5,-0.7,5.4,1.0,0.5,1.4,-1.6,-1.8
Peg3 prom inh,14,12,2,-1,21,12,-11,2
TRPM1 prom inh,-14,1,.,.,3,11,4,.
CF NFkB block,-2,-10,2,3,9,-14,5,-25
